Caspase-7 inhib: qHTS Assay for Allosteric/Competitive Inhibitors of Caspase-7. AID 889, 2007. 75,000 compounds, 0.02% hits. P55210. recombinant caspase-7, Ac-DEVD-AFC fluorescence rate. Potency, µM (doses to about 57.5 µM), inactives show at the highest dose activity change, negative = inhibition, usual class: inhibitors; active = well fitted inhibition curve with a large enough effect in the main read-out, with a control signal flat, not every such curve was filed as active; inconclusive = small, poorly fitted or top-dose-only effect, or a change in a side signal; also: potency is read from the fitted curve at half-maximal effect; % of control where 0% means no effect
Target sequence (P55210 24-198 limits assumed): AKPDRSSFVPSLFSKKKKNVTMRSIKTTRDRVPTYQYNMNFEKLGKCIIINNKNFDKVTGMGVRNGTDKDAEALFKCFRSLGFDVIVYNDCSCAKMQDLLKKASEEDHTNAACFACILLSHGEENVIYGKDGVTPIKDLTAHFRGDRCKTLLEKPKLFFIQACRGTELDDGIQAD
Target sequence (P55210 207-303 limits assumed): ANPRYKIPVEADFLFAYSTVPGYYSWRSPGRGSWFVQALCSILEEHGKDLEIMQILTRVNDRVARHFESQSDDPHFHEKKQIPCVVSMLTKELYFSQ
GFP derepression: qHTS Assay for Epigenetic Modulators. mouse C127i GFP locus derepression, cytometry, 30 h. Potency, µM (titrated, usually from 46.1 µM), for the others: at the top dose GFP derepression (activation). 68,000 compounds, 0.09% hits; also: % of control where 0% means no effect
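Murine C127i mammary cells carrying a silenced, stably integrated CMV-driven GFP reporter were treated with compound for 30 hours at 37 C. After PBS washes, GFP-positive cells were counted by laser-scanning microplate cytometry.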
USP2a inh: qHTS Assay for Inhibitors of Ubiquitin-specific Protease USP2a; Ubiquitin carboxyl-terminal hydrolase 2 (Homo sapiens), O75604; 60,000 compounds, 0.1% hits; AID 927, 2007; USP2a enzymatic assay, qHTS inhibition; Potency, µM (titrated, usually from 38.3 µM), for inactives: at the highest dose activity change, negative = inhibition, usual class: inhibitors;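 also: potency is read from the fitted curve at half-maximal effect; nearly all actives have a fitted effect of over 60% in size; plate controls were DMSO for no effect and NEM full inhibition control for full effect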
Target sequence (O75604 whole entry, looked up): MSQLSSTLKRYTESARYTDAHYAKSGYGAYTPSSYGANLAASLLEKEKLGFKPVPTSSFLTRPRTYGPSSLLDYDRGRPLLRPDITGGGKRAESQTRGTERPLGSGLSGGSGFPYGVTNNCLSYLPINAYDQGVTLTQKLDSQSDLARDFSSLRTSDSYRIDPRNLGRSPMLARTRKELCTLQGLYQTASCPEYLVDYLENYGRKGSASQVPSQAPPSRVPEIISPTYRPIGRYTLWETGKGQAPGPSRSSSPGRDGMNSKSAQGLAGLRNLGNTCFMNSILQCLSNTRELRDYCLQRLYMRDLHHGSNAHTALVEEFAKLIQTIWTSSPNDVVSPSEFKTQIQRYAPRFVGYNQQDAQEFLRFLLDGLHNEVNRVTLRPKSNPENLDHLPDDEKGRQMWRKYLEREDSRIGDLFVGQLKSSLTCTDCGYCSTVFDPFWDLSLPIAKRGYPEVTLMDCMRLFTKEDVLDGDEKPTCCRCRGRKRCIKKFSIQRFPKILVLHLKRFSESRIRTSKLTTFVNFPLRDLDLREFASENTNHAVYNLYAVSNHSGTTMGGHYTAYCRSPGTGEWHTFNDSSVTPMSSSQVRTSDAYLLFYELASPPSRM
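Inhibition is measured in a cell-free coupled assay with 20 nM USP2 core, 20 nM Ub-PLA2 and 20 uM NBD C6-HPC, 2.5 h incubation. Activity normalized to NEM control.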
BRCT inh green: qHTS Assay for Inhibitors of BRCT-Phosphoprotein Interaction (Green Fluorophore) | BRCA1 BRCT-phosphopeptide binding, green fluorescence polarization | Potency, µM (titrated, usually from 76.9 µM), inactives show at the highest dose activity change, negative = inhibition, usual class: inhibitors | Breast cancer type 1 susceptibility protein (Homo sapiens), P38398 | 75,000 compounds, 0.05% hits | AID 875, 2007;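 also: potency is read from the fitted curve at half-maximal effect; plate controls were peptide without protein for full effect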
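Compounds were incubated for 12 min at room temperature with a complex of 100 nM fluorescein-tagged pBACH1 decapeptide and 250 nM His-tagged BRCT protein. Buffer was phosphate pH 7.3 with EDTA, DTT and Tween 20. Disruption of binding lowers the polarization signal.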
UbGFP stabilizer: Ubiquitin-GFP Assay | Ubiquitin-GFP reporter cells, proteasome inhibition, GFP fluorescence; response scale: untreated = 0%, 10 µM MG-132 = 100% | Potency, µM (top dose mostly 45.9 µM), without a hit: top-dose activation (GFP accumulation), hits mostly activators | 67,000 tested, under 10 active | AID 526, 2006; active = well fitted activation curve with a large enough effect, not every such curve was filed as active; inconclusive = small, poorly fitted or top-dose-only effect, or another doubt; inactive = no such curve, though single readings can be large or run the other way; also: potency is read from the fitted curve at half-maximal effect
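Proteasome blockade was scored as a rise in GFP-expressing U2OS cells carrying a ubiquitin(G76V)-GFP construct, imaged after 4 hr compound treatment at 37 °C across a 46 uM–2.9 nM series.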
Casp1 inh: qHTS Assay for Allosteric/Competitive Inhibitors of Caspase-1 | P29466 | Caspase-1 enzyme, Ac-WEHD-AFC fluorogenic rate | Potency, µM (highest dose often 57.5 µM), for inactives: at the highest dose activity change, negative = inhibition, usual class: inhibitors | 75,000 compounds, 0.03% hits;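 also: potency is read from the fitted curve at half-maximal effect; plate controls were vehicle for no effect and no substrate for full effect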
HEK293 cAMP ctrl: qHTS Assay for Agonists of the Thyroid Stimulating Hormone Receptor: Activators of Intracellular cAMP Concentrations in Parental HEK 293; parental HEK293 CNG cAMP sensor, membrane potential fluorescence; Potency, µM (highest dose often 57.1 µM), inactives show at the top dose activation, actives largely listed as activators; 73,000 compounds, 2.5% hits; also: potency is read from the fitted curve at half-maximal effect; % of control where 0% means no effect; nearly all actives have a fitted effect of over 55% in size
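Counterscreen for endogenous-receptor signalling: CNG-channel HEK 293 cells report cAMP rise by membrane depolarization. After 60 min dye equilibration with 100 uM RO 20-1724, compounds incubated 30 min before bottom-read fluorescence at 590 nm.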
Fluorescein autfl: qHTS Assay for Spectroscopic Profiling in Fluorescein Spectral Region; max fluorescein-equivalent concentration, M; Compound autofluorescence, 480/540 nm, fluorescein-equivalent; hits give high values; 59,000 compounds, 0.91% hits; in the data active = max fluorescein-equivalent concentration above about 10 nM; inconclusive = between about 1.1 nM and that limit
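First, buffer (100 mM Tris, pH 8.0) dispensed; second, compounds and fluorescein standards pinned in; third, 15 min room-temperature incubation; finally, imaging at ex 480 nm/em 540 nm. Fluorescence normalized against the six-point fluorescein curve.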
4MU fluor: qHTS Assay for Spectroscopic Profiling in 4-MU Spectral Region; compound autofluorescence, 340/450 nm, 4-MU equivalents; hits give high values; max dye-equivalent concentration, M; 59,000 compounds, 11% hits; AID 589, 2007; in the data active = max dye-equivalent concentration above about 10 nM; inconclusive = mostly about 1.1 nM to 9.6 nM
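Intrinsic fluorescence at 340/450 nm (ex/em) was read after 15 min at room temperature in pH 8.0, 100 mM Tris. Each compound concentration expressed as 4-MU-equivalent concentration from a six-point 4-MU standard series on each plate.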
A350 fluor: qHTS Assay for Spectroscopic Profiling in A350 Spectral Region; max dye-equivalent concentration, M; 59,000 compounds, 11% hits; Compound autofluorescence, 340/450 nm, Alexa 350 dye-equivalents; hits give high values; in the data active = max dye-equivalent concentration above about 10 nM; inconclusive = mostly about 1.1 nM to 9.6 nM
BRCT inh red: qHTS Assay for Inhibitors of BRCT-Phosphoprotein Interaction (Red Fluorophore); Breast cancer type 1 susceptibility protein (Homo sapiens), P38398; BRCT-phosphopeptide binding, red fluorescence polarization; AID 892, 2007; 75,000 compounds, 0.03% hits; Potency, µM (titrated, usually from 76.9 µM), without a hit: top-dose activity change, negative = inhibition, actives largely listed as inhibitors; also: % is scaled to controls: 0 for no effect and ±100 for the full control effect
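Rhodamine-labelled pBACH1 10-mer (100 nM) bound to BRCT domain (100 nM) at pH 7.3; compounds incubated 12 min room temperature, polarization read. Free peptide defines full inhibition; unlabelled decapeptide titrated as control.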
* hit, by the source's call; i = inactive; u = inconclusive; x = no result given; [ ] = remark or other dose. Unless noted, calls follow the shape of the dose curve; as a rule, active = well fitted curve in the direction sought with a large enough effect; inconclusive = small, poorly fitted or top-dose-only effect, or another doubt; inactive = no such curve, though single readings can be large; an effect the other way counts as inactive or inconclusive. Only part of the results is shown; rates above refer to the full screens.

[1] CCOC(=O)N1CCN(C(=O)c2sc3nc(-c4ccc(F)cc4)cn3c2C)CC1
[2] CCN1CCN(c2cc(C)c3cc(NC(=O)c4ccc5c(c4)OCO5)ccc3n2)CC1
[3] O=C(CSc1nc2c(cnn2-c2ccc(F)cc2)c(=O)[nH]1)N1CCOCC1
[4] CC(=O)N(CCc1ccccc1C)Cc1cc2cc3c(cc2[nH]c1=O)OCO3
[5] CC(=O)OC1CC[C@@]2(C)C(CC[C@@]3(C)C2CC=C2C4CC(C)(C)CC[C@]4(C)CC[C@@]23C)C1(C)C (stereo partly drawn)
[6] O=C(CSc1nc2ccsc2c(=O)n1Cc1ccccc1)NCc1ccco1
screen / no.,1,2,3,4,5,6
Caspase-7 inhib,1%,2%,0%,-3%,-2%,-10%
GFP derepression,0%,x,0%,4%,x,-2%
USP2a inh,13%,x,2%,128%[activator],13%,5%
BRCT inh green,-1.0%,-1.7%,1.6%,0.8%,-3.3%[3.08 µM],-6.2%
UbGFP stabilizer,-7%,1%,1%,-5%,x,x
Casp1 inh,-3%,-7%,-2%,-4%,-1%,-4%
HEK293 cAMP ctrl,10%,4%,2%,u,x,u
Fluorescein autfl,i,x,i,u,x,u
4MU fluor,i,x,i,1.3e-07M*,x,i
A350 fluor,i,x,i,1.2e-07M*,x,i
BRCT inh red,-1.3%,1.3%,-1.3%,-1.6%,-6.1%,0.4%

[7] Fc1ccc(-c2nnc(NC3=NCCCCC3)o2)cc1
[8] COc1ccccc1-c1nc(S(=O)(=O)c2ccc(Cl)cc2)c(N(C)C)o1
[9] CO[Si](CCCNCCC[Si](OC)(OC)OC)(OC)OC
[10] COc1cccc(-n2c(SCC(=O)NCCc3ccccc3)nnc2-c2ccoc2C)c1
[11] CC(C)C(C(=O)Nc1cccnc1)N1C(=O)c2ccccc2C1=O (stereo not drawn)
[12] CC1(C)Cc2cccc(OCC(=O)Nc3cccnc3)c2O1
screen / no.,7,8,9,10,11,12
Caspase-7 inhib,1%,2%,0%,5%,2%,3%
GFP derepression,0%,0%,x,-1%,0%,1%
USP2a inh,9%,0%,x,6%,6%,-2%
BRCT inh green,-0.4%,-0.9%,-0.4%,-2.1%,0.2%,-0.5%
UbGFP stabilizer,6%,-3%,x,6%,1%,2%
Casp1 inh,2%,4%,-1%,-1%,-1%,-2%
HEK293 cAMP ctrl,-2%,u,13%,u,1%,-10%
Fluorescein autfl,i,i,x,u,i,i
4MU fluor,i,i,x,i,i,i
A350 fluor,i,i,x,i,i,i
BRCT inh red,-0.9%,0.6%,0.7%,0.1%,0.4%,0.8%

[13] Cc1c2cnn(-c3ccccc3)c(=O)c2c(C)n1CCCC(=O)N1CCN(c2ncccn2)CC1
[14] CN(C)c1ncnc2ccc(-c3cccc(C#N)c3)cc12
[15] O=C(Nc1nccs1)c1cccc(S(=O)(=O)N2CCOCC2)c1
[16] CN(Cc1ccccc1)Cc1nc2c(c(=O)n(C)c(=O)n2C)n1CCc1ccccc1
[17] O=S(=O)(c1ccccc1)N1CCN(c2ncnc3sc(-c4ccccc4)cc23)CC1
[18] COC(=O)c1ccc(S(=O)(=O)N2CCCC2)o1
screen / no.,13,14,15,16,17,18
Caspase-7 inhib,-1%,-3%,0%,-2%,-2%,-3%
GFP derepression,x,0%[9.22 µM],-2%,-2%,-1%,-2%
USP2a inh,x,-11%,0%[7.66 µM],13%,5%,-4%
BRCT inh green,-3.9%,-1.1%,1.0%,0.1%,-1.6%,0.4%
UbGFP stabilizer,x,0%,-11%[9.17 µM],2%,-5%,-5%
Casp1 inh,-1%,-2%,-2%,-2%,1%,1%
HEK293 cAMP ctrl,9%,6%,7%[11.4 µM],13µM*,21%,u
Fluorescein autfl,x,u,x,u,i,i
4MU fluor,x,1.1e-08M*,x,i,2.4e-07M*,i
A350 fluor,x,1.3e-08M*,x,i,2.2e-07M*,i
BRCT inh red,-3.1%,-1.9%,0.5%,-0.3%,-1.6%,-0.8%

[19] COc1ccc(S(=O)(=O)N2CCC(C(=O)Nc3cccc(C(C)=O)c3)CC2)cc1C
[20] Cc1nc2ccccc2nc1OCC(=O)Nc1cc(C(F)(F)F)ccc1N1CCOCC1
[21] COc1cccc(N(CC(=O)Nc2ccccc2C)S(C)(=O)=O)c1
[22] CCCCN(CCCC)S(=O)(=O)c1ccc(C(=O)Nc2nnc(CSC)o2)cc1
[23] Cc1ccc(S(=O)(=O)c2nc(-c3ccco3)oc2SCC(=O)NCC2CCCO2)cc1 (stereo not drawn)
[24] CC(C)C(NS(=O)(=O)c1ccc2c(c1)OCCO2)C(=O)NCCc1ccccn1 (stereo not drawn)
screen / no.,19,20,21,22,23,24
Caspase-7 inhib,0%,-1%,1%,-1%,-11%,1%
GFP derepression,2%,0%,2%,0%,0%,1%
USP2a inh,36%[activator],3%,4%,28%,-1%,-4%
BRCT inh green,-1.2%,-2.9%,-0.6%,-0.8%,5.2%,-2.6%
UbGFP stabilizer,5%,2%,-1%,-4%,3%,-4%
Casp1 inh,-2%,0%,0%,-1%,-4%,-2%
HEK293 cAMP ctrl,u,u,16%,26%,12%,-5%
Fluorescein autfl,i,u,i,i,i,u
4MU fluor,i,u,i,i,i,i
A350 fluor,i,u,i,i,i,i
BRCT inh red,-0.5%,0.6%,-2.4%,0.0%,-2.6%,0.0%

[25] COc1cc2c(cc1OC)C(C(=O)O)C(c1ccc(C)o1)N(C)C2=O (stereo not drawn)
[26] N#CC1=C2Sc3ccccc3N2CCCC1=O
[27] COc1ccc(C(=O)N2CCN(c3nc4ccccc4o3)CC2)cc1OC
[28] C=CCn1cc(C(=O)NCc2cccnc2)c(=O)c2cc(S(=O)(=O)N(CC)CC)ccc21
[29] CN1CCCCc2c1nc1c(c2N)CCCC1
[30] c1ccc(C(Cc2nc(-c3cccnc3)no2)c2ccccc2)cc1
screen / no.,25,26,27,28,29,30
Caspase-7 inhib,-4%,-2%,-3%,0%,-2%,-3%
GFP derepression,1%,-3%,x,x,2%,0%
USP2a inh,-2%,-5%,x,x,19%,-3%
BRCT inh green,-2.3%,0.3%,-0.5%,5.3%,-1.2%,0.3%
UbGFP stabilizer,-6%,0%,3%,-2%,-3%,u
Casp1 inh,0%,-1%,-7%,-4%,-1%,-2%
HEK293 cAMP ctrl,-1%,-3%,u,2%,19%,u
Fluorescein autfl,i,i,x,x,u,x
4MU fluor,3.8e-08M*,i,x,x,i,x
A350 fluor,4e-08M*,i,x,x,i,x
BRCT inh red,0.6%,0.6%,-0.7%,1.0%,1.5%,1.1%

[31] CCOC(=O)c1c(C)n(C)c2ccc(OCC(O)CN3CCC(C)CC3)cc12 (stereo not drawn)
[32] O=C(CSc1nnc(CNC(=O)c2ccco2)o1)c1ccc(Cl)cc1
[33] CCOC(=O)C1CCCN(C(=O)CN(c2ccc(OC)cc2)S(=O)(=O)c2c(C)noc2C)C1 (stereo not drawn)
[34] NC(CC(=O)O)c1cccc(OCc2ccccc2)c1 (stereo not drawn)
[35] Cc1ccc(N(C(=O)Cn2nnc(-c3ccc(C)o3)n2)C(C(=O)NC2CCCC2)c2ccco2)cc1 (stereo not drawn)
screen / no.,31,32,33,34,35
Caspase-7 inhib,-1%,-13%,-1%,0%,1%
GFP derepression,2%,-2%,-5%,-1%,-2%
USP2a inh,x,25%,x,-4%,x
BRCT inh green,0.5%,0.1%,-1.8%,0.0%,-0.6%
UbGFP stabilizer,1%,3%,4%,-6%,0%
Casp1 inh,-1%,-1%,2%,1%,-3%
HEK293 cAMP ctrl,16%,13%,0%,2%,25%
Fluorescein autfl,x,i,x,i,i
4MU fluor,x,i,x,i,i
A350 fluor,x,i,x,i,i
BRCT inh red,-0.7%,-0.6%,1.3%,-0.5%,-0.1%

Arranged by value in BRCT inh red (ascending): 4 from the list above.
| # | SMILES | BRCT inh red |
| --- | --- | --- |
| 31 | CCOC(=O)c1c(C)n(C)c2ccc(OCC(O)CN3CCC(C)CC3)cc12 (stereo not drawn) | -0.7% |
| 32 | O=C(CSc1nnc(CNC(=O)c2ccco2)o1)c1ccc(Cl)cc1 | -0.6% |
| 35 | Cc1ccc(N(C(=O)Cn2nnc(-c3ccc(C)o3)n2)C(C(=O)NC2CCCC2)c2ccco2)cc1 (stereo not drawn) | -0.1% |
| 33 | CCOC(=O)C1CCCN(C(=O)CN(c2ccc(OC)cc2)S(=O)(=O)c2c(C)noc2C)C1 (stereo not drawn) | 1.3% |

Screening results as filed in PubChem.
